# MC4R barr agon – activates human MC4R beta-arrestin recruitment; P32245; U2OS MC4R beta-arrestin complementation, luminescence; percent of melanotan II response, DMSO zero; activation, % at 8.9 µM; hit rate 0.98% among 360,000;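 active = activation above a per-plate cutoff, the mean activation of sample wells on that plate plus 3 SD, cut at about 8% in these data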
# Glyco luc inh – N-linked glycosylation inhibition. reporter increase, % at 12.5 µM. hit rate 0.23% among 360,000. D54 ERlucT glycosylation luciferase reporter, 24 h; percent of 100 nM tunicamycin response. AID 588692;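 active = mean luciferase reporter signal, scaled so untreated is 0 and the glycosylation-blocking control 100, at or above a set limit in every replicate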;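 note: luciferase carries N-glycosylation sites so blocking glycosylation raises the light; 0% = median of neutral control wells and 100% = median of 100 nM tunicamycin wells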
# ABCB6 inh 2 – blocks the human ABCB6 transporter | Q9NP58 | K562-ABCB6 porphyrin accumulation, flow cytometry, 1 h; active compounds read low | fluorescence ratio to DMSO, % at 10 µM | hit rate 0.19% among 360,000 | AID 602162;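 active = fluorescence ratio to DMSO below 75%, the collection mean minus 3 SD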;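 note: signal is porphyrin accumulated inside mitochondria; 100% equals median channel fluorescence of DMSO control wells; lower ratio means ABCB6 inhibition with less porphyrin fluorescence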
# MC4R antag cAMP – antagonists of human melanocortin 4 receptor (MC4R); P32245; MC4R-expressing cells, MTII-stimulated cAMP, LANCE TR-FRET; inhibition, % at 6.5 µM; hit rate 0.48% among 360,000;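 active = inhibition above its plate's cutoff, the mean of tested wells on that plate plus 3 SD, cut at about 29% in these data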;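 note: 0% = Melanotan II alone and 100% = Melanotan II plus saturating MCL0020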
#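 Test system: U2OS cells stably expressing human melanocortin 4 receptor (MC4R); also added: Melanotan II challenge; compound: 6.5 µM single dose; timing: 30-min compound preincubation, 1-h Melanotan II challenge, 1-h detection, room temperature; signal: Eu-cAMP/anti-cAMP TR-FRET, emission 671 nm; repeats: one well per compound, no replicates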
# Granule exo inh – lytic granule exocytosis inhibition. TALL-104 LAMP-1 surface exposure, flow cytometry; cells stimulated with thapsigargin and PMA. inhibition, % at 10 µM. hit rate 0.66% among 360,000. AID 651702;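 active = inhibition above about 55%, limit read from the data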
# ABHD5-PLIN5 inh – blocks binding of human ABHD5 to perilipin-5. Q00G26+Q8WTS1. Split G. princeps luciferase complementation, luminescence, 4 h. inhibition, % at 4 µM. hit rate 0.78% among 360,000. AID 602281;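 active = inhibition above the mean inhibition across every tested compound plus 3 SD, cut at about 22% in these data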;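 note: 0% = DMSO only wells and the 100% control is not disclosed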
# PDI inh – inhibitors of human protein disulfide isomerase. P07237. PDI insulin aggregation turbidity, A650, 90 min. inhibition, % at 10 µM. hit rate 0.052% among 350,000;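 active = mean inhibition across replicates of 30% or more, whatever share of single replicates reach that level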;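 note: absorbance from insulin aggregation driven by PDI reduction with DTT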
# Target sequence (P07237 whole entry, looked up): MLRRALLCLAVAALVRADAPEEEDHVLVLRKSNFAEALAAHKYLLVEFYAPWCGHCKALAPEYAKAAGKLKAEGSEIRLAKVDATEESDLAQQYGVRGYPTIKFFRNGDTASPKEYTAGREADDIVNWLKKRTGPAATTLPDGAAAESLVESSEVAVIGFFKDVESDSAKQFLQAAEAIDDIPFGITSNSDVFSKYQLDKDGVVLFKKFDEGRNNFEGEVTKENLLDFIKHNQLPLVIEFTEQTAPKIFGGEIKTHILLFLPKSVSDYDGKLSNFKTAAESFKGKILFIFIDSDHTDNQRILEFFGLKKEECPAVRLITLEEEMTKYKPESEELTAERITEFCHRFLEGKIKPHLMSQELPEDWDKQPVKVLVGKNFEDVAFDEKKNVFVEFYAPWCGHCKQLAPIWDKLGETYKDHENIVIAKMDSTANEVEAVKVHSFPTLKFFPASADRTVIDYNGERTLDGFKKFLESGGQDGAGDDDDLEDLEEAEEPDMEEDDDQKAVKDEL
# CaV13 FRET inh – Disruptors of the CACNA1D IQ motif to Ca2+-dependent inactivation inhibitor domain association, primary screening, Förster resonance energy transfer in intact living …; AID 743397; HEK cells, CFP/YFP FRET ICDI-IQ, plate reader, 10 min; percent FRET-ratio fall versus neutral wells; inhibition, % at 12.3 µM; hit rate 0.098% among 340,000;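 active = mean replicate inhibition of at least 30% and at least 1% of replicates passing that level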;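 note: 0% = median of the neutral control wells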
# H9c2 protect – myocardial damage modulation in H9c2 cells; H9c2 cardiomyocytes, H2O2 injury protection, ATPLite, 2 h; protection from H2O2 cell death, % at 20 µM; hit rate 0.63% among 360,000;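 active = compounds giving at least 50% protection of heart cells from peroxide-induced death in the single-dose screen, raw or plate-pattern-corrected value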;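 note: 0% = DMSO wells with peroxide and 100% = DMSO wells without peroxide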
# m5-HT2A agonist – mouse HTR2A agonism via beta-arrestin recruitment; P35363; CHO-K1 mHTR2A beta-arrestin complementation, luminescence; percent of 30 µM serotonin response; activation, % at 7.6 µM; hit rate 0.66% among 360,000; AID 624169;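 active = activation above a run cutoff, the mean activation of all tested compounds plus 3 SD, cut at about 14% in these data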;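 note: 0% = plate median of compound wells and 100% = 30 µM serotonin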
# Target sequence (P35363 whole entry, looked up): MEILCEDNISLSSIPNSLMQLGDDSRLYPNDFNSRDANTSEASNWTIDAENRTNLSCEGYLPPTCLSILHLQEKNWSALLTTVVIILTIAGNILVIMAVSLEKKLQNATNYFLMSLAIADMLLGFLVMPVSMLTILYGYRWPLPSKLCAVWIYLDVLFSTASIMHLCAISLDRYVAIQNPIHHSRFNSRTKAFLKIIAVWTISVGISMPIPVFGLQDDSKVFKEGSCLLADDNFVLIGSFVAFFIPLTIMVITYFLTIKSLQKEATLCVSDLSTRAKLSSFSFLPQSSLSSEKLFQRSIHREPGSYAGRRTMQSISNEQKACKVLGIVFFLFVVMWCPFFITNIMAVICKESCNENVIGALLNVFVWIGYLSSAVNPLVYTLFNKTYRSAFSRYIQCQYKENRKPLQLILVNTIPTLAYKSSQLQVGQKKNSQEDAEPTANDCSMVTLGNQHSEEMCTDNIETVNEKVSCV
# * marks the source's active call; other numbers are inactive results; . = no result given.
Structure,MC4R barr agon,Glyco luc inh,ABCB6 inh 2,MC4R antag cAMP,Granule exo inh,ABHD5-PLIN5 inh,PDI inh,CaV13 FRET inh,H9c2 protect,m5-HT2A agonist
CCCc1cc(=O)oc2c(C)c(OCC(=O)NCc3ccccn3)ccc12,-2.3,1,100,-1,-2,3,0,-5,25,5
CN1CCN(CC(=O)Nc2c(C#N)cnn2-c2ccccc2)CC1,-0.2,1,100,3,-15,-4,1,-14,13,-6
Cc1c(N=C/C=C/c2ccccc2)c(=O)n(-c2ccccc2)n1C,1.4,-2,92,-1,-3,2,0,-4,8,-1
CCOC(=O)Cn1ncc2c3ccccc3n(CC(=O)OCC)c2c1=O,0.7,0,97,0,10,4,0,-18,8,-4
Cc1ccc(-n2nnc3c(=O)n(CC(=O)N4CCCC4)cnc32)cc1,-2.0,1,99,1,-2,-4,-10,-7,3,-1
Cc1c([N+](=O)[O-])c([N+](=O)[O-])nn1CC(=O)N1CCCCC1,1.3,2,90,10,-3,0,-7,-4,5,3
CC(C)CC1C(=O)N(Cc2cn(CC3CCCCC3)nn2)CCS(=O)(=O)N1Cc1ccc(-c2ccc(F)nc2)cc1 (stereo unspecified),-0.9,0,92,7,4,2,0,-5,-11,3
CC(C)C(C(=O)NCc1ccco1)N(Cc1ccco1)C(=O)CNS(=O)(=O)c1ccc(F)cc1 (stereo unspecified),1.0,1,100,2,7,3,19,-4,-2,-1
O=C(c1ccc(-c2ccccc2)cc1)N1CCN(c2ccccc2)CC1,2.0,1,99,-3,-3,1,14,-6,2,-5
CCN(c1ccc(NC(=O)COC(=O)/C=C/c2cccs2)cc1)C(C)C,-2.5,0,89,-4,-1,-3,-1,-5,1,-1
COc1cccc(CC(=O)N2CCCC(CO)(Cc3ccc(F)cc3F)C2)c1 (stereo unspecified),-0.3,-4,105,5,9,5,25,-18,-2,4
COC(=O)c1cc(S(=O)(=O)Nc2cccc(S(N)(=O)=O)c2)oc1C,-1.3,-1,106,1,-6,6,3,-5,-6,4
Fc1ccc(-n2cnnn2)c(F)c1,-0.9,2,98,6,-2,-7,1,-9,1,-3
CCN(CC)CCCn1c2c(c(SCC(=O)N3CCCc4ccccc43)nc1=O)CCC2,-1.3,-5,98,1,-4,0,2,-6,3,-5
COc1cc(/C=C2\SC(=S)N(CCC(=O)N3CCCCC3)C2=O)cc(OC)c1OC,1.0,70*,91,-6,-12,2,-21,-6,1,1
COc1ccc(NC(=O)c2ccc(Cl)nc2)cc1S(=O)(=O)N1CCOCC1,-0.4,5,94,21,4,2,-2,-4,1,-1
Clc1cc(Cl)c2nc(N3CCCC3)sc2c1,1.8,-1,96,3,1,-2,-2,-6,-6,-2
CCOc1ccccc1N1CCN(CC(=O)N(C)CC(=O)Nc2ccccc2CC)CC1,-2.8,-2,101,5,1,10,2,-13,3,-3
CCOCCCNCc1cc(Br)ccc1OCc1ccccc1,0.3,-1,99,-1,-8,5,14,-14,-12,-6
Cc1ccc2cc(F)c(F)c(F)c2n1,.,2,98,.,-2,4,.,-8,5,-2
CC(C)CC(c1nnnn1Cc1ccc2c(c1)OCO2)N1CCC(C(N)=O)CC1 (stereo unspecified),-0.2,1,103,0,0,3,4,-4,1,-3
CCOC(=O)C(=O)N/N=C/c1ccco1,-0.6,-1,101,9,0,4,-3,-18,8,-3
O=C(NCC1CCOCC1)c1ccc(OC2CCN(Cc3ccccn3)CC2)cc1,-4.0,0,98,8,-8,-5,-2,-5,1,0
CCOC(=O)c1c(C)[nH]c(C(=O)OCC(=O)Nc2cc(C)ccc2OC)c1C,1.6,-1,91,6,-1,5,-2,-4,-20,0
CCN(C(=O)c1c(-c2ccccc2)noc1C)c1ccccc1,-0.2,2,99,-4,-2,0,-5,-3,1,1

# Continued:
Structure,MC4R barr agon,Glyco luc inh,ABCB6 inh 2,MC4R antag cAMP,Granule exo inh,ABHD5-PLIN5 inh,PDI inh,CaV13 FRET inh,H9c2 protect,m5-HT2A agonist
C=CCNc1ncnc2c1cnn2-c1ccc(Cl)cc1,-1.1,-11,94,11,5,-1,-6,-6,-28,-1
CCOP(=O)(c1ccccc1)C1(C#N)CCCC1 (stereo unspecified),-0.1,0,100,1,2,10,0,-6,8,1
CC(C)N(Cc1ccccc1)C(=O)/C=C/c1ccccc1[N+](=O)[O-],-1.3,-2,98,-1,-1,-1,4,-5,-2,-2
CCC(Cc1ccccc1)NC(=O)Cn1ncc2ccsc2c1=O (stereo unspecified),0.6,-1,99,-2,-10,1,1,2,5,7
O=S(=O)(c1ccccc1)N1N=C(c2ccc(Br)cc2)CC1c1ccco1 (stereo unspecified),-1.4,-8,101,6,5,3,-2,-15,-3,4
Cc1cc(C)cc(NC(=O)CSc2nnc(CNC(=O)c3ccco3)o2)c1,-3.9,2,96,-5,-7,4,9,-2,5,-6
COc1ccc(-c2nc(SCC(=O)NCc3ccco3)c(-c3ccccc3)[nH]2)cc1OC,-2.8,1,97,0,1,-7,2,-4,0,-7
COCCN(Cc1ccccc1)C(=O)c1cccc(S(=O)(=O)N2CCN(Cc3ccccc3)CC2)c1,-0.1,-3,94,4,-1,13,-3,-8,-21,-2
CCOc1ccc(NC(=O)NCCN2C(C)CCCC2C)cc1 (stereo unspecified),0.3,0,93,-1,-2,4,1,-4,-1,-4
CN(C)C(CNC(=S)Nc1ccccc1)c1cccnc1 (stereo unspecified),-1.7,1,99,2,13,-7,-4,.,9,-3
CN1C(=O)/C(=C/c2ccc(OCc3ccccc3F)cc2)N(C)C1=S,0.1,-4,99,-1,-1,-1,-3,-2,-3,-2
CCc1sc(NC(=O)CN2CCOCC2)nc1-c1ccccc1,-0.9,3,96,4,-6,-12,1,-9,-3,-4
CCOC(=O)C1=C(O)C(=O)N(c2ccc(S(N)(=O)=O)cc2)C1c1ccc(OC)cc1 (stereo unspecified),-2.2,1,100,-5,-2,2,12,-6,0,-2
CC1CCN(S(=O)(=O)c2cn(CC(=O)N3CCN(c4cccc(C(F)(F)F)c4)CC3)cn2)CC1,-1.4,6,97,-1,0,0,6,.,-2,7
CC(C)=CCC[C@H](C)C[C@@H]1CC2=C(C(=O)OC(C)(C)O2)[C@H](c2ccc(Cl)cc2)O1,.,-4,101,.,2,-14,.,-4,-2,-2
C[N+]1(CC(O)COc2ccccc2)CCN(C(=O)c2ccc([N+](=O)[O-])cc2)CC1 (stereo unspecified),1.1,3,94,-9,2,20,1,-4,1,9
O=C1Nc2c(Br)cc(Br)cc2C1(O)N1CCOCC1 (stereo unspecified),1.0,.,95,-7,16,-16,-2,-3,-2,3
COc1ccc(N2CCN(CC(=O)Nc3c(C)cccc3C)CC2)cc1,-0.1,2,98,5,6,-3,-4,-5,11,-4
O=C(CNC(=O)c1ccco1)Nc1ccc(S(=O)(=O)N2CCCC2)cc1,-0.7,1,97,1,-2,-1,14,-4,-3,0
C[C@@H]1CN([C@@H](C)CO)C(=O)CCCn2nncc2CO[C@@H]1CN(C)S(=O)(=O)c1cccs1,-1.4,1,97,-1,36,-1,9,-6,8,12
Nc1cc(Cl)ccc1N1CCCCCC1,0.0,1,97,9,-3,-6,-3,-2,-21,1
C=CCc1cc(C=O)cc(OC)c1OCc1c(Cl)cccc1Cl,-0.2,-4,95,9,-1,-5,-3,-4,-9,-4
O=C(CCc1c[nH]c2ccccc12)NC1CC1,-2.8,0,97,7,-6,1,5,-4,8,3
COC(=O)c1cc(S(=O)(=O)N2CCOCC2)c(Cl)cc1N1CCOCC1,-1.1,4,93,-2,5,-1,-3,-9,-1,13
O=[N+]([O-])c1c(Nc2ccccc2)ccc2nonc12,-0.6,0,96,-6,-4,-4,-15,-4,7,23*

# Continued:
Structure,MC4R barr agon,Glyco luc inh,ABCB6 inh 2,MC4R antag cAMP,Granule exo inh,ABHD5-PLIN5 inh,PDI inh,CaV13 FRET inh,H9c2 protect,m5-HT2A agonist
COc1ccccc1C=NN=C1c2ccccc2-c2ccccc21,0.2,0,95,6,-5,1,-14,-4,-9,2
Clc1ccccc1-c1nn2c(-c3ccccn3)nnc2s1,0.1,7,95,3,0,0,0,-4,12,5
O=C(Nc1ccccc1-c1nnn(CC(=O)N2CCCc3ccccc32)n1)c1ccco1,0.5,1,93,14,5,-4,2,.,30,-1
O=c1cc(-c2ccccc2)cc(-c2ccccc2)n1O,-3.2,-3,106,10,-3,-2,-4,-8,63*,10
CCc1ccc(C2C3=C(CCCC3=O)OC3=C2C(=O)CCC3)cc1,2.2,-1,95,13,-1,0,4,-4,10,-2
Cc1ccc(C)c(NS(=O)(=O)c2cc(C(=O)N3CCc4ccccc4C3)ccc2Cl)c1,-0.4,-6,98,9,20,6,-8,-8,-5,-2
CCN1C(=O)Nc2cccc3cccc1c23,-0.2,30*,95,-6,2,-6,15,-5,7,-1
CCCCC(C(=O)NC(=O)NCc1ccccc1)N1C(=O)c2ccccc2C1=O (stereo unspecified),1.0,1,99,6,2,-3,8,-2,-6,-2
O=C(c1ccco1)N1CCC(n2nnc3ccccc32)CC1,-1.6,0,96,-2,1,-1,6,.,-3,0
CCNc1nc(NCc2ccccc2)nc(SCC(N)=O)n1,-2.4,0,100,4,-2,3,9,-1,-5,-2
O=c1[nH]c(CN2CCN(S(=O)(=O)/C=C/c3ccccc3)CC2)nc2cc(Cl)ccc12,0.4,-3,95,0,7,2,11,-16,4,4
C[C@H](CO)N1C[C@H](C)[C@@H](CN(C)S(C)(=O)=O)Oc2ccc(NC(=O)C3CCCCC3)cc2C1=O,3.4,0,104,1,22,7,7,-5,-3,2
O=c1[nH]cnc2c1ncn2Cc1ccc([N+](=O)[O-])cc1,0.1,0,94,-3,23,2,-1,-4,4,-1
Cc1cccc(NC(=O)COC(=O)c2ccccc2SCC(=O)N2CCCC2)c1,-2.7,0,102,0,0,-8,-4,-6,0,4
CN(CC(=O)NCc1cccnc1)S(=O)(=O)c1ccc2c(c1)c(=O)n(C)c(=O)n2C,0.9,0,98,4,1,6,3,-6,0,3
CC1=C(C(=O)N2CCOCC2)CC(CC(=O)NCCCN(C)C)C(=O)N1CCCN1CCCC1=O (stereo unspecified),.,.,99,.,-3,-6,.,-11,.,1
Cc1cc(=O)[nH]c(SCc2cc(Cl)ccc2OC(F)F)n1,-2.0,2,93,6,2,3,8,-5,-11,2
Oc1cccc(Nc2ncnc3ccccc23)c1,1.3,1,96,-6,-2,5,5,-9,0,1
COc1ccc(CNc2ccc(C)c(C)c2)cc1,-2.0,1,108,7,-6,-1,3,-6,-8,5

# One compound at a time, from the list above. Order of screens: MC4R barr agon	Glyco luc inh	ABCB6 inh 2	MC4R antag cAMP	Granule exo inh	ABHD5-PLIN5 inh	PDI inh	CaV13 FRET inh	H9c2 protect	m5-HT2A agonist
# Clc1ccccc1-c1nn2c(-c3ccccn3)nnc2s1 as listed: 0.1	7	95	3	0	0	0	-4	12	5
# O=c1[nH]cnc2c1ncn2Cc1ccc([N+](=O)[O-])cc1 as listed: 0.1	0	94	-3	23	2	-1	-4	4	-1
